IEC-6 cytotox: cytotoxicity in IEC-6 intestinal epithelial cells, primary screen, cytotoxicity control for KLF5 inhibitor project, cell-based, luminescence | IEC-6 cytotoxicity, luminescence viability | inhibition, % at 5 µM | 290,000 tested, 0.78% active; in the data active means inhibition above about 22%;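 further: 0% = plate median of test compound wells and 100% = cytotoxic reference compound wells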
PolyA inh: polyadenylation inhibitors in yeast reporter cells, primary screen, luminescence, S. cerevisiae; AID 1875, 2009; 300,000 tested, 0.02% active; calls only at 12 µM; S. cerevisiae SKY197-pL101 polyadenylation reporter, beta-gal luminescence; efflux-impaired pdr1/pdr3 knockout yeast; score 100 = 6 SD above DMSO;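 active means lowest replicate activity score at least 50, where 100 means six control SD above control mean; inconclusive means lowest score under 50 but half or more replicates reach 50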;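 further: yeast exposed to compound for 9 h at 30 °C; higher score means more reporter readthrough which indicates perturbed polyadenylation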
HSP90 refold inh: HSP90 inhibitors, primary screen, cell lysate, luminescence; Heat shock protein HSP 90 (rabbit reticulocyte lysate; luciferase refolding); Rabbit reticulocyte lysate, luciferase refolding luminescence, 3 h; inhibition, % at 5.6 µM; 290,000 tested, 0.91% active;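 active means inhibition above the screen-wide mean plus 3 SD, computed separately per campaign, cut at about 16% in these data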;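 further: 0% = DMSO wells and 100% = 60 µM geldanamycin wells; inhibitors lower the luminescence because luciferase stays unfolded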
KLF5 inhibitor: KLF5 expression inhibitors, primary screen, DLD-1 cells, luminescence. AID 1700, 2009. 290,000 tested, 0.23% active. inhibition, % at 5 µM. DLD-1 KLF5 promoter-luciferase reporter;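 active means inhibition above a per-plate limit of that plate's mean compound inhibition plus 3 SD, cut at about 60% in these data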;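 further: 0% = DMSO wells and 100% = LY294002 at 200 µM; higher means less KLF5 promoter-driven luciferase light; inactives centre near -14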
HSF1 inh: HSF1 inhibitors in luciferase reporter cells, primary screen, cell-based, NIH3T3, luminescence; NIH3T3-HGL HSE-luciferase, MG132-induced, luminescence 8 h; active compounds read low; activity change, negative = inhibition, % at 7.5 µM (by protocol); 300,000 tested, 0.77% active; AID 2098, 2009;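 active means more than half of replicate wells show activity change below -50%, luminescence cut by over half; inconclusive means some wells, but at most half, below -50%; inactive means no replicate well below -50%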;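 further: luciferase reports HSF-1 transcriptional activity via heat shock element; 0% = median of DMSO wells and -100% = zero luminescence signal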
GSK3A inh: blockers of GSK3A enzyme activity – biochemical, luminescence, cell-free homogeneous, HTS, primary screen. Glycogen synthase kinase-3 alpha (Homo sapiens), P49840. GSK-3 alpha kinase, ADP-Glo luminescence, 60 min. inhibition, % at 10 µM. 320,000 tested, 0.1% active. AID 2650, 2010;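 in the data active means inhibition above about 50%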;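 further: GST-tagged GSK-3 alpha with peptide substrate and 25 µM ATP; 0% = DMSO neutral wells and 100% = GW8510 positive control wells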
Target sequence (P49840 whole entry, looked up): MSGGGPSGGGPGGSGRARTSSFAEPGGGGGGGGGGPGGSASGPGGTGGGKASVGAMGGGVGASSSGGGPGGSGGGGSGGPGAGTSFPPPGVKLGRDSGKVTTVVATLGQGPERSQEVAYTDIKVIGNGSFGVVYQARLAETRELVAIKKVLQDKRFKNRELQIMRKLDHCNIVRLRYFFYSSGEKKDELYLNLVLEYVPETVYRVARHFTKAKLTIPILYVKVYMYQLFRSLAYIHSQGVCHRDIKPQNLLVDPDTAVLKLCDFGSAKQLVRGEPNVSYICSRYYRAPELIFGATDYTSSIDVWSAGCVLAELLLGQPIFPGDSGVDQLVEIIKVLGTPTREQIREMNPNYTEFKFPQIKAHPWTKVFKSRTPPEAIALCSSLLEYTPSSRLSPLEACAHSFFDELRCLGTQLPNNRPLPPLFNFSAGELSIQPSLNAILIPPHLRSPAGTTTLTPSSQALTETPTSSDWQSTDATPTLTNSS
GSK3B inh: human GSK3beta kinase inhibitors, primary screen, biochemical, cell-free homogeneous, HTS | GST-GSK3beta kinase, ADP-Glo luminescence, 60 min; active compounds read low | activity score (negative = inhibition), % at 10 µM | 300,000 tested, 0.038% active;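 active means more than half of replicate wells score below -50%, meaning over 50% inhibition versus plate controls; inconclusive means some replicates but at most half score below -50%; inactive means no replicate scores below -50%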;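 further: 0% = median DMSO wells and -100% = median GW8510 positive control wells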
Target sequence (P49841 whole entry, looked up): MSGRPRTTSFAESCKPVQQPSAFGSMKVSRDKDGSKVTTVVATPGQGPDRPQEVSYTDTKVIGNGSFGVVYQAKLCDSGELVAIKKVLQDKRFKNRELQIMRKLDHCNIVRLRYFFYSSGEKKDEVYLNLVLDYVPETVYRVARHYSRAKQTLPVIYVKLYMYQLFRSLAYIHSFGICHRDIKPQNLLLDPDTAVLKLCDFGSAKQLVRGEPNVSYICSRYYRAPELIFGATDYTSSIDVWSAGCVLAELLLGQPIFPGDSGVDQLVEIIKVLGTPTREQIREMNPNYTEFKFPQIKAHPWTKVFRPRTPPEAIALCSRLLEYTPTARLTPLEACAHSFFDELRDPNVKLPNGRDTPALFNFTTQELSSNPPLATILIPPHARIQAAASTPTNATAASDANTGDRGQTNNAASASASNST
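Assay system: GST-tagged human GSK3beta kinase, cell-free; Input: 1.6 ng GSK3beta; Medium: Tris/MgCl2 kinase buffer; Timing: 60 min enzyme reaction, room temperature; Signal: ADP-Glo luminescence quantifying ADP generated by kinase; Evaluation: score relative to plate controls; Benchmarks: DMSO neutral wells and GW8510 at 20 µM as positive.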
AI-2 QS modul: Vibrio harveyi AI-2 quorum sensing modulators, primary screen, JMH597 strain, luminescence/OD600 ratio; AID 2094, 2009; Vibrio harveyi JMH597 AI-2 luminescence/OD600 ratio, 9 h; active compounds read low; strain lacks LuxN and CqsS sensors; 0 = neutral-control median; 300,000 tested, 0.4% active; activity change, % at 7.5 µM; in the data active means activity change below about -75%, passing the limit was not always enough; inconclusive means no clear call, values can overlap the other calls;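 further: luminescence divided by OD600 gain over 9 h not by final OD600 alone; inactives centre near 13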
HSF-1 act: HSF-1 activators, primary screen, NIH3T3-HGL cells, MG132 stress, luminescence, single point; NIH3T3-HGL HSF-1 luciferase reporter, 8 h; 100% = twice DMSO control signal; activation, % at 9 µM; 300,000 tested, 1.7% active; AID 504408, 2011;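 active means mean replicate activation of at least 50% with a set share of replicates each reaching 50%; inconclusive means only one of those two conditions met; inactive means mean below 50% and too few replicates reaching it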;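 further: 0% = median of the neutral control wells and 100% = twice that signal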
aSyn 5UTR inh: MLPCN primary screen, SNCA 5' untranslated region; alpha-synuclein 5'UTR reporter, inhibitor activity; inhibition, % (tested at 7.5 µM); 300,000 tested, 0.82% active; AID 1813, 2009; in the data active means inhibition above about 60%; inconclusive means no clear call, values can overlap the other calls;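 further: H4 neuroglioblastoma cells stably carrying SNCA 5'UTR luciferase fusion; 0% = DMSO wells and 100% = positive control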
Active calls of the source: *; i = inactive; ? = inconclusive; nt = no result given. Some of the compounds tested, so the mix of outcomes need not match the whole.

smiles	IEC-6 cytotox	PolyA inh	HSP90 refold inh	KLF5 inhibitor	HSF1 inh	GSK3A inh	GSK3B inh	AI-2 QS modul	HSF-1 act	aSyn 5UTR inh
COc1ccc(CCNC(=O)CNC(=O)Cn2ccc3ccccc3c2=O)cc1OC	-8	i	-4	4	-3	-2	-7	-3	-17	-12
CN(c1ccccc1)S(=O)(=O)c1nnc(NC(=O)COc2ccccc2F)s1	-4	i	-3	-16	-72*	-1	-3	-1	-78	-9
Cc1nc(SC2CC(=O)N(c3ccccc3)C2=O)nc2c1CCCC2 (stereo unspecified)	0	i	2	-23	-9	-2	0	-3	3	-26
Fc1ccc(CN2CCN(c3ncnc4scc(-c5ccccc5)c34)CC2)cc1	-1	i	0	-28	34	6	-5	30	84*	14
COc1cc(C(=O)ONC(=O)c2ccc(OC(F)F)cc2)cc(OC)c1OC	8	i	3	-4	-10	-1	2	19	-16	-15
O=C(C1COc2ccccc2O1)N1CCN(c2nc3ccccc3s2)CC1 (stereo unspecified)	-3	i	-3	-9	0	-3	-1	6	14	-23
S=C(NCCc1ccccc1)Nc1ccc(Cl)cc1	2	i	-7	-32	21	2	3	-59	49	-135
CC(C)Nc1nc(NC(C)C)nc(N(C)C(N)=O)n1	-2	i	2	-8	-10	1	1	9	-6	30
CCN1CN(Cc2ccccc2)CNC1=S	0	i	1	-7	-3	-2	2	7	5	13
CCOC(=O)c1oc2ccccc2c1CN1CCCCC1	-2	i	2	11	0	-2	-1	10	7	-20
CCn1c(SCc2ccccc2)nnc1C1CCN(S(=O)(=O)c2ccc(OC)cc2)CC1	-3	i	-2	-38	13	-2	1	44	6	20
O=C(Nc1ccc2nc[nH]c2c1)c1ccco1	-3	i	-3	-75	11	6	2	31	11	-74
COc1ccccc1-c1nn2c(C3COc4ccccc4O3)nnc2s1 (stereo unspecified)	-2	i	-2	-7	-8	1	0	1	-2	12
COc1ccc(Cl)c(Cn2c(NCc3ccco3)nc3c2c(=O)n(C)c(=O)n3C)c1	-7	nt	-7	-7	nt	0	nt	nt	nt	nt
O=C(Nc1nccs1)c1ccc2ccccc2n1	14	i	3	-111	39	0	-2	9	?	-33
CN(Cc1c(F)cccc1Cl)C(=O)CNC(=O)c1sc2ccccc2c1Cl	nt	i	nt	nt	11	2	1	18	21	-66
CC1Cc2cc(-c3csc(N)n3)ccc2O1 (stereo unspecified)	0	i	5	-153	-12	0	2	7	-17	-95
O=C(O)CSc1nnc(COc2ccc(Br)cc2)n1-c1ccccc1	-6	i	0	-34	5	-2	1	7	41	2
Cc1cc(CN(C)C(=O)c2ccc(OC3CCN(CCc4ccccc4)CC3)cc2)on1	-8	i	-3	-19	-5	0	-28	-7	-7	-11
COc1ccccc1CNC(=O)C1(NC(=O)Nc2ccc(C)cc2)CCCCC1	-6	i	1	-25	-4	-2	2	25	9	1
Cc1cc(N2CCOCC2)cc(C)[n+]1[O-]	-2	nt	-3	-32	nt	-2	0	31	nt	-4
CN(CC(=O)NCCc1ccccn1)S(=O)(=O)c1ccc(Cl)cc1	1	i	2	-5	2	3	-1	7	8	11
CC(C)n1c(SCC(=O)NC2CC2)nnc1-c1ccco1	3	i	-1	-13	4	-3	-1	14	-3	26
COc1ccc(Cl)cc1NC(=O)CN(C)C(=O)CN1C(=O)NC2(CCCC2)C1=O	nt	i	nt	nt	6	2	-1	6	13	-17
O=C(NC(Cc1c[nH]c2ccccc12)C(=O)Nc1ccc(OC(F)(F)F)cc1)c1cccs1 (stereo unspecified)	3	i	-2	18	6	-2	1	1	20	10
N#CCCN(C(=O)Nc1ccc(Cl)c(Cl)c1)c1ccccc1	2	i	-1	-7	4	0	2	14	2	0
O=C(CCc1nc(-c2ccccc2Cl)no1)NCCc1ccccc1	-6	i	-2	-4	-6	-5	1	10	-9	-4
Cc1ncc([N+](=O)[O-])n1CC(=O)NC1CCCCC1	5	i	-1	-9	1	5	-1	20	-13	-3
Cc1ccc(-c2nn(-c3ccccc3)cc2CSC(=N)N)cc1	1	i	1	-15	-24	0	-5	19	-27	119*
COc1ccc(-c2nc(CN3CCN(Cc4cccc(Cl)c4)CC3)c(C)o2)cc1	1	i	5	-27	-5	nt	1	1	15	-1
COc1ccccc1-c1noc(-c2cccnc2)n1	0	i	-2	-41	-2	-1	-1	20	30	-112
COc1ccc(C=O)c2[nH]c3c(Cl)ncnc3c12	0	i	-1	-24	-2	nt	0	14	15	-2
C/C(=N\Nc1nc2ccccc2nc1C)c1ccccc1O	18	i	7	-95	1	-2	2	-8	-1	-15
COC(=O)c1cc(S(=O)(=O)NCC2CCN(Cc3ccc(F)cc3)CC2)c[nH]1	-2	i	1	0	-2	0	5	19	-1	-30
COc1ccc(C(=O)/C=C/Nc2ccc(S(=O)(=O)Nc3nc(C)cc(C)n3)cc2)cc1OC	-2	i	0	-2	15	1	6	28	9	26
N/C(=N\OC(=O)/C=C/c1ccc(Br)cc1)c1ccccn1	3	i	10	-108	6	-1	0	17	28	-5
COc1cccc(CNC(=O)CCCn2ncn3c(cc4occc43)c2=O)c1	4	i	-1	-16	-1	1	0	49	5	-2
Cc1nc2ccccc2n1CC(=O)NCCN1CCCC1	-4	i	2	-45	nt	-2	0	16	nt	nt
CCOCCCNCc1cc(Cl)cc(Cl)c1OCC	2	i	-1	-4	5	4	-2	0	16	13
CC(c1nnc(Sc2nnnn2-c2ccccc2)n1-c1ccc(F)cc1)N(C)C (stereo unspecified)	-1	i	0	-26	18	-1	0	1	24	-5
Cc1nc(C)c(C(=O)Nc2cccc(F)c2)s1	-3	i	0	-16	-4	-2	0	1	1	-40
COc1ccc(OCc2cc(C(=O)NCCN3CCCc4ccccc43)no2)c(Cl)c1	-4	i	0	-46	9	-2	-1	55	4	-10
O=S(=O)(c1cccc(C(F)(F)F)c1)N1CCCC1c1cccnc1 (stereo unspecified)	16	i	12	20	-4	-3	0	12	-6	21
Nc1ccccc1C(=O)NCCCN1CCN(c2cccc(Cl)c2)CC1	nt	i	nt	nt	-13	5	-5	25	-29	16
CCOC(=O)c1ccc2nc(NC(NC(C)=O)(C(=O)OC)C(F)(F)F)sc2c1 (stereo unspecified)	-6	i	-3	-6	-2	-1	1	6	17	-2
O=C(O)c1ccc(N/N=C/c2ccc(-c3ccc(Br)cc3)o2)cc1	28*	i	0	-27	-3	0	-1	-96*	8	-25
NNC(=O)COc1cccc2cccnc12	-6	i	-1	-50	-1	-2	3	-7	3	-9
CCOC(=O)CCn1nc(-c2ccc(Cl)cc2)cc1N	0	i	-2	-27	15	0	-2	9	36	-129
CC(C)Cc1nnc(NC(=O)c2cc([N+](=O)[O-])ccc2N2CCOCC2)s1	2	i	-2	-20	3	2	2	16	2	-9
COc1cc(NC(=O)CN2CCCCCC2)cc(OC)c1	4	i	-8	1	-5	-2	1	21	5	17
CCn1cnc2cc(NCc3nc4ccccc4n3Cc3ccccc3)ccc21	-1	i	48*	-94	-44	-2	2	20	-51	-138
COc1ccc(N=C2SC(CC(=O)Nc3ccccc3F)C(=O)N2Cc2ccco2)cc1 (stereo unspecified)	-17	i	-7	-13	8	3	0	1	9	32
O=C(CCNC(=O)C1CCN(S(=O)(=O)c2ccc(F)cc2)CC1)NCc1cccc(Cl)c1	0	i	-2	-43	5	0	4	-3	7	11
C/C(=N\O)c1ccc2c3c([nH]c2c1)CCCC3	1	i	-2	-94	61	1	1	27	93*	-80
CCn1cc(S(=O)(=O)N2CCc3ccccc3C2)cn1	-2	i	-3	-8	-5	0	2	22	6	6
CCN(CC)CCNCc1ccc(Br)cc1OCC(=O)NCc1ccccc1	-4	i	-2	-2	2	0	0	9	-7	-21
CCOC(=O)c1sc(NC(=O)CCN2CCC(C)CC2)c(C(=O)OCC)c1C	0	i	-1	-4	191	2	-1	29	233*	-20
O=C(CN1CCN(Cc2ccccc2)CC1)NCc1ccc(Cl)cc1	-10	i	2	-12	-6	0	1	8	-2	14
COc1ccccc1-c1nc2cc3ccccc3cc2nc1-c1ccccc1OC	5	i	-1	-3	0	nt	4	35	1	-3
COc1cccc(CNC(=O)N2CCN(c3ccccc3C)CC2)c1	-2	i	-2	-1	2	-2	0	21	1	1

More results:
smiles	IEC-6 cytotox	PolyA inh	HSP90 refold inh	KLF5 inhibitor	HSF1 inh	GSK3A inh	GSK3B inh	AI-2 QS modul	HSF-1 act	aSyn 5UTR inh
Cc1ccc(S(=O)(=O)n2cnc3ccccc32)c(C)c1	2	i	3	-8	-7	4	3	23	3	9
COC(=O)c1nc(NC(=O)c2ccc(Cl)cc2)n[nH]1	-3	i	0	9	-4	-4	1	23	-13	4
COC(=O)Cc1c(O)ccn(Cc2ccccc2OC)c1=O	0	i	0	-17	-3	-2	-2	10	-1	24
COc1ccc(C(=O)CSc2nc3ccc([N+](=O)[O-])cc3[nH]2)cc1	12	i	4	-12	11	0	-1	9	2	8
O=C(CCN1C(=O)/C(=C\C=C\c2ccccc2)SC1=S)Nc1ccccc1C(=O)O	-4	i	0	-70	2	-4	-2	17	4	-7
CCCCNC(=O)c1ccc2c(SCC(=O)O)c3c(nc2c1)CCCC3	-2	i	3	-9	-7	nt	0	20	12	-3
CCNc1nnc(CCn2nc(C)c(Br)c2C)s1	4	i	-3	-9	-1	0	4	4	-4	-17
CCCCNc1nc2c(c(=O)n(Cc3ccccc3)c(=O)n2C)n1C	-6	i	-6	-11	13	-1	2	11	1	27
O=C(CNc1cc(S(=O)(=O)N2CCCC2)ccc1OCC(F)(F)F)Nc1cccc(C(F)(F)F)c1	1	i	2	-30	10	-2	3	25	11	10
COc1ccc(NC(=O)CC2C(=O)N(c3ccc(OC)cc3)C(=O)N2CCc2cccs2)cc1 (stereo unspecified)	2	i	16	-16	3	-2	-2	7	-20	10
CC1CCN(CCc2nc3cc(NS(=O)(=O)c4ccccc4)ccc3n2C)CC1	1	i	0	7	12	-3	-2	34	7	10
O=C(Nc1ccc(Cl)cc1C(=O)N1CCCCC1)c1ccco1	-8	i	2	-9	-2	-1	0	21	3	14
